Compound activity deposited in PubChem by several laboratories.
KLF5 inh: suppresses KLF5 promoter-driven expression; actives 0.23% (n = 290,000); inhibition, % at 5 µM; DLD-1 KLF5 promoter-luciferase reporter, luminescence;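 active means inhibition above a per-plate limit of that plate's mean compound inhibition plus 3 SD, cut at about 60% in these data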;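 further: 0% = DMSO wells and 100% = LY294002 at 200 µM; higher means less KLF5 promoter-driven luciferase light; inactives centre near -14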
HSF-1 act: increases HSF-1 driven luciferase reporter signal; NIH3T3-HGL HSF-1 luciferase reporter, MG132, 8 h; 100% = twice DMSO control signal; activation, % at 9 µM; actives 1.7% (n = 300,000);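 active means mean replicate activation of at least 50% with a set share of replicates each reaching 50%; inconclusive means only one of those two conditions met; inactive means mean below 50% and too few replicates reaching it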;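 further: 0% = median of the neutral control wells and 100% = twice that signal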
Dyrk1A ADPGlo: Dyrk1A (rat) kinase inhibition | Q63470 | ADP-Glo luminescence, NFATc1 peptide | inhibition, % at 12.5 µM | actives 0.43% (n = 310,000) | AID 504441; in the data active means inhibition above about 50%;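 further: plate controls were vehicle with enzyme for no effect and no enzyme for full effect; many of its hits are not listed in these tables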
HSF1 inh: HSF1 inhibition | AID 2098 | actives 0.77% (n = 300,000) | NIH3T3-HGL HSE-luciferase, MG132-induced, luminescence 8 h; stronger effect = lower value | activity change, negative = inhibition, % at 7.5 µM (by protocol);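 active means more than half of replicate wells show activity change below -50%, luminescence cut by over half; inconclusive means some wells, but at most half, below -50%; inactive means no replicate well below -50%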;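 further: luciferase reports HSF-1 transcriptional activity via heat shock element; 0% = median of DMSO wells and -100% = zero luminescence signal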
GSK3A inh: inhibitors of human GSK-3 alpha kinase; P49840; ADP-Glo luminescence, 60 min; inhibition, % at 10 µM; actives 0.1% (n = 320,000); AID 2650;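 in the data active means inhibition above about 50%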;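 further: GST-tagged GSK-3 alpha with peptide substrate and 25 µM ATP; 0% = DMSO neutral wells and 100% = GW8510 positive control wells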
Target sequence (P49840 whole entry, looked up): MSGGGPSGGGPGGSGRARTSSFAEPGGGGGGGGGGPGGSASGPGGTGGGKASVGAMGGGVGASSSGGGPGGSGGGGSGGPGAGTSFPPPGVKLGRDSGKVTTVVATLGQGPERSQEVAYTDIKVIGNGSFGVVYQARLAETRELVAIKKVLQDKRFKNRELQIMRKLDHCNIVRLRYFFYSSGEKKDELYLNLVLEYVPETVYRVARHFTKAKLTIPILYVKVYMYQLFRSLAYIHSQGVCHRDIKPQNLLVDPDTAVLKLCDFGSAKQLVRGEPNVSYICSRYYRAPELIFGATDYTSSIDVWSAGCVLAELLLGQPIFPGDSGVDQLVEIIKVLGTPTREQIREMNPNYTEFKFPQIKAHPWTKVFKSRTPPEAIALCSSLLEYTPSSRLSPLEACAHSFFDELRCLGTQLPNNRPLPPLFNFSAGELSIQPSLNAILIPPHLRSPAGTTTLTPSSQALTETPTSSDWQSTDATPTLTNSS
Platelet DG rel: platelet dense granule release activity | human platelet-rich plasma, SFLLRN dense granule ATP release, luminescence | inhibition, %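 (compounds screened at 7.5 µM in platelet-rich plasma)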 | actives 0.22% (n = 300,000);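 active means mean replicate score, as percent of positive control, at or above 50; inconclusive means mean below 50 but at least one replicate at or above 50; inactive means mean and every replicate below 50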
IEC-6 cytotox: counter-screen for KLF5 inhibitors: cytotoxicity in IEC-6 cells. IEC-6 cytotoxicity, luminescence viability. inhibition, % at 5 µM. actives 0.78% (n = 290,000). AID 1825; in the data active means inhibition above about 22%;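 further: 0% = plate median of test compound wells and 100% = cytotoxic reference compound wells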
GSK3beta inhib: human GSK3beta kinase inhibition; P49841; GST-GSK3beta kinase, ADP-Glo luminescence, 60 min; stronger effect = lower value; activity score (negative = inhibition), % at 10 µM; actives 0.038% (n = 300,000); AID 2097;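 active means more than half of replicate wells score below -50%, meaning over 50% inhibition versus plate controls; inconclusive means some replicates but at most half score below -50%; inactive means no replicate scores below -50%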;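 further: 0% = median DMSO wells and -100% = median GW8510 positive control wells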
Target sequence (P49841 whole entry, looked up): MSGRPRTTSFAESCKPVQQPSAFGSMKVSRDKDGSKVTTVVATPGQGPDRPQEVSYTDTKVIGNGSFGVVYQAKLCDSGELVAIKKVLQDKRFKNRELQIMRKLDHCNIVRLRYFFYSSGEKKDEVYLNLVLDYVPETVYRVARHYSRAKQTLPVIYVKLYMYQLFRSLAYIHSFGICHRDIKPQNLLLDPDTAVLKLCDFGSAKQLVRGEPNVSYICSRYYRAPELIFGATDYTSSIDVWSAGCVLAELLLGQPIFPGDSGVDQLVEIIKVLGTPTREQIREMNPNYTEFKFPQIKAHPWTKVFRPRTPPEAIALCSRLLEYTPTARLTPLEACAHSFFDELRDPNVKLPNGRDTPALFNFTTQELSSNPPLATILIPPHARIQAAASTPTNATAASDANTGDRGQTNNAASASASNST
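test system = GST-tagged human GSK3beta kinase, cell-free | reagent = 25 µM ATP with peptide substrate | dosing = one dose of 10 µM per compound | schedule = 60 min reaction, RT | detection = luminescent ADP-Glo measurement of ADP formed | control set = DMSO neutral wells and GW8510 at 20 µM as positive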
aSyn UTR inh: 5' untranslated region of α-synuclein, MLPCN primary screen | alpha-synuclein 5'UTR reporter, inhibitor activity | inhibition, % (tested at 7.5 µM) | actives 0.82% (n = 300,000) | AID 1813; in the data active means inhibition above about 60%; inconclusive means no clear call, values can overlap the other calls;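 further: H4 neuroglioblastoma cells stably carrying SNCA 5'UTR luciferase fusion; 0% = DMSO wells and 100% = positive control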
HSP90 inh: HSP90 refolding inhibition in rabbit reticulocyte lysate; luciferase refolding luminescence, 3 h; inhibition, % at 5.6 µM; actives 0.91% (n = 290,000);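 active means inhibition above the screen-wide mean plus 3 SD, computed separately per campaign, cut at about 16% in these data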;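 further: 0% = DMSO wells and 100% = 60 µM geldanamycin wells; inhibitors lower the luminescence because luciferase stays unfolded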
* hit, by the source's call; u = inconclusive; x = no result given.

Under each structure – KLF5 inh	HSF-1 act	Dyrk1A ADPGlo	HSF1 inh	GSK3A inh	Platelet DG rel	IEC-6 cytotox	GSK3beta inhib	aSyn UTR inh	HSP90 inh
> CC(C)c1ccc(OCCCCN2CCCCC2)cc1
→ -35	-18	3	-5	-3	-8	4	2	-5	1
> CCC(C)c1ccccc1NC(=O)COC(=O)c1ccc(C)c(NC(=O)c2ccco2)c1 (stereo not drawn)
→ -46	33	-2	17	-1	6	-2	-2	-17	2
> CC(C)C(C)(C#N)NC(=O)CSc1nnc(-c2ccncc2)n1Cc1ccccc1 (stereo not drawn)
→ -13	23	-5	-6	0	1	-1	-2	9	6
> N#Cc1c(NC(=S)NC(=O)c2ccccc2)sc2c1CCCC2
→ -28	8	-2	3	-1	-2	-5	-2	-96	-7
> Cc1c(C(=O)OCC(=O)NCCN2C(=O)CSC2=O)oc2c1ccc1ccccc12
→ -25	-12	2	-13	-2	3	4	-2	-26	-3
> COc1ccc(C(=O)CC(=O)C(=O)Nc2ccc(C)c(Cl)c2)cc1
→ -6	u	1	22	-2	-5	2	-2	-43	-4
> CC(=O)Nc1nc(C(F)(F)F)cs1
→ -14	-11	-9	-1	-1	16	5	4	24	-7
> CNC(=O)c1c(O)c2cccc3c2n(c1=O)CC3
→ -1	-1	4	-6	x	-5	4	-24	6	3
> CSc1nc2ccc(NC(=O)c3nn(C(C)C)c(=O)c4ccccc34)cc2s1
→ 8	25	4	18	x	5	-4	-3	4	-1
> O=C(NCc1ccco1)c1ccc(COc2ccc(Cl)cc2)cc1
→ -38	8	0	9	-5	-3	8	3	34	-1
> Cc1c(Oc2ccc(C(F)(F)F)cc2[N+](=O)[O-])ccc2c3c(c(=O)oc12)CCC3
→ 0	8	-1	-4	-4	0	-5	-2	10	-3
> O=C(CCN1C(=O)C2C3C=CC(C3)C2C1=O)N1CCN(c2ccccc2F)CC1 (stereo not drawn)
→ -4	22	-9	1	0	-16	-2	1	6	0
> COCCn1c(N)c(Sc2ccc(Cl)cc2)c(=O)[nH]c1=O
→ 7	31	-4	9	-1	-1	0	0	14	-7
> COc1ccc(CCNC(=O)C2CCN(C(=O)c3ccccc3)CC2)cc1
→ -11	5	x	-3	-5	-5	0	3	3	11
> CCOC(=O)c1c(C)[nH]c(C)c1C(=O)COC(=O)[C@@H](NC(=O)c1ccccc1OCC)C(C)C
→ -9	10	-9	2	-2	10	3	5	2	2
> CC1(c2ccccc2Cl)NC(=O)N(CC(=O)Nc2ccc3c(c2)OCO3)C1=O (stereo not drawn)
→ -44	-1	0	-6	0	-4	-6	3	6	-4
> CCCNC(=O)C1CCN(S(=O)(=O)c2ccc3nc4c(c(C(=O)O)c3c2)CCCCC4)CC1
→ -42	3	1	4	x	9	4	1	-15	3
> Cn1nnnc1SCc1cn2cccnc2n1
→ -23	-9	3	-11	-2	0	-6	-7	-10	1
> COc1ccc(-n2c(/C=C3\C(=O)N(C)c4ccccc43)nc3ccccc3c2=O)cc1
→ -22	18	-1	8	1	6	3	-1	-107	2
> Cc1cccc(C)c1NC(=O)c1ccc(-c2ccc(Cl)cc2Cl)o1
→ 24	-1	-1	-7	0	-4	3	-3	-3	3
> C=CCNC(=O)c1ccccc1S(=O)c1ccccc1C#N (stereo not drawn)
→ -14	-16	7	3	-5	-1	-3	0	-7	-3
> CC1=C(C)CS(=O)N(S(=O)(=O)c2ccc(Cl)cc2)C1 (stereo not drawn)
→ -38	8	-5	17	-1	25	1	-2	4	-1
> CCc1cccc(C)c1NC(=O)Cn1nc(C)n2cccc2c1=O
→ -37	-11	-5	-10	x	-4	4	-2	-14	2
> c1coc(CNc2c3c(nc4ncnn24)CCC3)c1
→ 22	0	4	-7	4	11	3	2	-4	-1
> Cn1c(OCc2cccnc2)nc2c1c(=O)n(Cc1ccc(F)cc1)c(=O)n2C
→ 2	10	-1	-2	-5	9	4	-2	11	3
> Cn1c2ccccc2c2c(C(=O)N3CCN(c4ccc(F)cc4)CC3)cn(C3CCCC3)c(=O)c21
→ -17	-15	-2	10	-1	0	-3	0	-14	-4
> Cc1ccc(CNS(=O)(=O)c2ccccc2[N+](=O)[O-])cc1
→ -21	3	-4	3	1	1	1	-3	-33	6
> COc1cccc(-c2nn(-c3ccccc3)cc2CN2CCCO2)c1
→ 11	7	0	6	1	6	-4	2	-2	4
> COC(=O)N1C(=O)[C@@](Cc2ccccc2)(c2ccccc2)N1C(=O)OC
→ 5	17	6	5	1	0	8	1	-8	-2
> Cc1ccc(-c2cc(=O)c3cc(C)ccc3[nH]2)cc1
→ -51	12	4	7	-4	1	8	2	-36	12
> COc1ccc(S(N)(=O)=O)cc1C(=O)NC1CCCc2ccccc21 (stereo not drawn)
→ -11	14	-4	-2	-3	-2	3	x	19	0
> C#Cc1ccc(CN2CCN(CCc3ccccc3)C(CCO)C2)cc1 (stereo not drawn)
→ -39	-14	3	2	0	-3	-4	4	21	-5
> Cc1c(C(=O)Nc2ccccc2)sc2nc(-c3ccccc3)cn12
→ -88	55*	0	26	0	-2	-1	5	-160	-3
> O=C(Nc1ccc(Cl)cc1)N(Cc1nc2ccccc2c(=O)[nH]1)Cc1cccs1
→ 2	12	2	10	1	-2	2	4	34	4
> O=C(N/N=C/c1ccccc1)c1ccc(-c2ccccc2)cc1
→ -35	7	-1	2	-1	8	4	-4	-27	-2
> CCN(c1ccc(NC(=O)COC(=O)CCc2cc(OC)c(OC)c(OC)c2)cc1)C(C)C
→ -19	-23	3	-3	x	-6	3	0	13	2
> CC1=CC(C)(C)NC(=S)N1c1cccc2ccccc12
→ 0	-13	-9	-1	-3	8	10	1	10	4
> COc1ccc(Cl)cc1NC(=O)CC(C)=O
→ 7	-6	-11	1	0	0	1	2	6	6
> O=C(NCc1ccc(Cl)cc1)C(=O)NCC1OCCN1C(=O)c1ccc(Cl)cc1 (stereo not drawn)
→ -41	13	9	-8	1	16	1	-6	10	-2
> Cc1nnc(C)n1/N=C/c1cccc([N+](=O)[O-])c1
→ -9	9	0	1	-1	7	-2	-1	6	-2
> COc1cc2c(cc1OC)C(C(=O)Nc1ccc3c(c1)OCCO3)C1c3ccccc3CCN1C2=O (stereo not drawn)
→ -4	22	-1	2	-4	-2	-3	-2	-24	-1
> O=C(Nc1nc(-c2ccc(Cl)cc2)cs1)C1=COCCO1
→ x	40	9	30	1	3	x	0	-109	x
> CC(C)Nc1nc2n(c(=O)n1)CCN2C(C)C
→ 6	-8	20	-5	3	0	2	-2	1	1
> CC1CCN(c2nc3c(c(=O)[nH]c(=O)n3C)n2CCCc2ccccc2)CC1
→ -21	2	11	2	-2	1	-1	3	32	-1
> COc1cccc(-c2cc(C(F)(F)F)n3nc(N)nc3n2)c1
→ -5	-19	1	-7	1	-5	4	-3	26	0
> NC(=O)CS(=O)(=O)c1ccc(Cl)cc1
→ 4	-12	0	-1	0	-2	5	0	-14	3
> COc1ccccc1N1CCN(C(=O)C2CCCCN2S(=O)(=O)c2ccc(C)cc2)CC1 (stereo not drawn)
→ 6	30	-6	12	2	0	-1	2	5	4
> COc1cc(/C=C/C(=O)OCC(=O)Nc2c(C)n(C)n(-c3ccccc3)c2=O)ccc1OCC#N
→ -10	14	9	-4	-1	-16	10	2	9	3
> COc1ccccc1C(=O)NC(=S)Nc1cccnc1Cl
→ 38	-28	7	-22	-2	-1	5	x	11	55*
> COc1cccc(CNS(=O)(=O)c2cc(CN3C(=O)c4cccnc4C3=O)ccc2OC)c1
→ -11	-14	0	-5	4	11	1	-30	15	-3

Next section
Under each structure – KLF5 inh	HSF-1 act	Dyrk1A ADPGlo	HSF1 inh	GSK3A inh	Platelet DG rel	IEC-6 cytotox	GSK3beta inhib	aSyn UTR inh	HSP90 inh
> CCN1CCN(CC(=O)Nc2ccc(N(C)C)cc2)CC1
→ -2	-11	-1	-4	-1	2	0	2	15	3
> CCCCn1c(-c2ccc(Cl)c(Cl)c2)nc2cc3[nH]c(=O)c(C(C)C)nc3cc21
→ 5	-2	6	-4	-1	-2	-3	4	-22	-1
> COc1ccc(-c2nnc(N(C)C(=O)c3ccno3)s2)cc1
→ -59	12	12	11	-1	2	8	1	-138	4
> CC(=O)c1c(C)[nH]c(C(=O)N2CCN(c3ncccn3)CC2)c1C
→ -13	-9	-5	-3	-3	-5	7	2	6	-1
> Cc1ccc(SCC(=O)Nc2nnc(-c3ccco3)o2)cc1
→ x	-3	1	-5	-6	6	x	3	12	x
> COC(=O)c1ccc2nc(NC(=O)C(C)C)sc2c1
→ -100	42	17	26	-2	11	7	-2	-74	14
> CC(C)Oc1ccc(S(=O)(=O)N2CCCCC2)cc1NC(=O)C1CCC1
→ x	-10	0	-1	-2	-6	x	-1	8	x
> O=C(Nc1ccon1)c1ccc(Cl)s1
→ -3	-4	10	-1	-3	1	-4	2	-10	-3
> Cc1[nH]n(-c2ccccc2)c(=O)c1N=Nc1cccc(Cl)c1
→ 19	10	-2	6	-1	-7	-5	3	-202	2
> Cc1ccc2nc(N(CCN(C)C)C(=O)/C=C/c3cccs3)sc2c1
→ -6	7	2	-2	x	-3	11	0	10	3
> Cc1cc(Oc2ccc([N+](=O)[O-])cc2)nc(N2CCOCC2)n1
→ -11	-12	9	-5	1	-5	-7	1	5	-1
> CCOc1cc(C=O)ccc1OCC(=O)NC(C)(C)C
→ -8	27	2	10	0	1	-4	1	25	3
> Cc1cc(NC(=O)Cc2ccccc2)no1
→ -13	-1	1	-4	-1	-4	3	-3	-6	3
> CC(C)C1=C2OC(N)=C(C#N)C(C#N)=C2C(C)CC1 (stereo not drawn)
→ -18	-4	x	-8	-1	1	10	-5	2	2
> COc1ccc(NS(=O)(=O)c2ccc(Br)s2)cc1OC
→ -31	19	0	4	0	-1	2	0	30	-3
> CCOC(=O)CNC(=O)CSc1nnc(-c2ccco2)n1Cc1ccco1
→ -25	-5	0	-4	-3	-8	-2	1	-7	0
> Nc1nnc(SCC(=O)c2ccco2)s1
→ -34	23	1	2	0	-6	-5	3	12	2
> COCCn1c(-c2ccccc2)csc1=Nc1cccnc1
→ 13	11	-4	0	3	7	7	-1	6	2
> O=C(NCC(c1ccco1)N1CCCC1)c1cccc(NS(=O)(=O)c2ccccc2)c1 (stereo not drawn)
→ x	-13	-2	-6	-2	1	x	6	-6	x
> Cc1cc2[nH]ncc2cc1NC(N)=S
→ -3	-21	x	-6	0	6	0	1	12	0
> COc1ccc(C2/C(=C(/O)c3ccc(C)cc3)C(=O)C(=O)N2C)cc1 (stereo not drawn)
→ -28	4	-1	3	-3	0	-3	4	-9	-4
> COc1ccc(C(CNC(=O)c2ccccc2SC)N(C)C)cc1 (stereo not drawn)
→ -11	3	x	3	-3	-1	0	4	-28	2

These rows are one share of the data. The share of hits here may be higher or lower than overall.
